Source: PubChem BioAssay (several laboratories)
RSV antiviral HEp-2: RSV antiviral activity via CPE protection, HEp-2 cells, primary 10 µM value included (AID 2391); 310,000 tested, 0.13% active; HEp-2 cells, RSV-induced CPE inhibition; higher % means a stronger effect; CPE inhibition, % at 10 µM, or IC50 in µM where a hit was titrated; in the data active = a potency from the dose series; inconclusive = CPE inhibition mostly from about 23% at the one dose, without a potency; inactive = the rest, 99 in 100 with CPE inhibition below about 21%; note: strong numbers were not always called active
Rac1 GTP hydrolysis: MgcRacGAP GTPase-activating activity inhibitors, confirmation, biochemical, ADP Hunter fluorescence; one-dose inhibition, % at 30 µM; IC50 in µM for titrated hits; MgcRacGAP-stimulated Rac1 GTP hydrolysis, ADP Hunter fluorescence; higher % means a stronger effect; GST-tagged Rac1 F28L mutant substrate; 340,000 tested, 0.6% active;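 active = first-screen hits whose inhibition reached a set limit at any dose in the follow-up dose series; inconclusive = inhibition above the set first-screen limit but never retested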;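 note: fluorescence reports GDP produced by GAP-driven GTP hydrolysis; strong numbers were not always called active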
T cell HTS: modulates CD8 T cell binding to vesicles; calls only at 7 µM; 2C CD8+ T cell-vesicle binding, flow cytometry; hits give low values; 330,000 tested, 0.068% active; AID 2052;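 active = response, share of CD8 T cells binding vesicles, and their 90th percentile fluorescence all below set limits, cut at about 80% in these data, passing the limit was not always enough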
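Material: 2C TCR transgenic mouse naive CD8+ T cells, MACS-purified. Also added: QL9-charged Drosophila Ld/ICAM-1/B7-1 vesicles. Timing: binding 1.5 h at 37 °C. Measured by: high-throughput flow cytometry with anti-B7-1 and anti-CD8 staining. Read-out: percent CD8+ FL2 mean versus row control. Controls: Unloaded micro-vesicles (low), QL9 vesicles with 0.7% DMSO (high).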
b-catenin transl: modulators of beta-catenin nuclear translocation. HeLa beta-catenin nuclear translocation, immunofluorescence imaging. nuclear translocation activity, % at 5 µM. 190,000 tested, 0.3% active;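 active = nuclear translocation activity above 50% at 5 µM, with a well cell count of 50 or more; inconclusive = wells under 50 cells across six images, flagged as toxic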;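 note: per-cell ratio of nuclear to cytoplasmic median beta-catenin stain intensity; plate controls were DMSO negative control for no effect and GSK-3 inhibitor IX positive control for full effect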
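Test system: human HeLa cell line; Doses: 5 µM primary, 0.02–20 µM confirmation; Incubation: 24 h compound exposure, 37°C; Detection: beta-catenin immunofluorescence imaging with DAPI; Read-out: beta-catenin nuclear/cytoplasmic ratio, % activation.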
Large T inhibition: SV40 large T antigen inhibitors, biochemical (AID 1903); SV40 large T antigen ATPase/helicase inhibition assay; higher % means a stronger effect; inhibition, % at 20 µM, or IC50 in µM where a hit was titrated; 310,000 tested, 0.39% active; in the data active = a potency from the dose series; inconclusive = inhibition mostly from about 32% at the one dose, without a potency; inactive = the rest, 99 in 100 with inhibition below about 32%; note: strong numbers were not always called active
West Nile antiviral: inhibition of WNV-induced cytopathic effect – cell-based, CPE readout (AID 1621); West Nile virus-infected cells, CPE inhibition; higher % means a stronger effect; CPE inhibition, % at 10 µM, or IC50 in µM where a hit was titrated; 290,000 tested, 0.02% active; in the data active = a potency from the dose series; inconclusive = CPE inhibition mostly from about 3.7% at the one dose, without a potency; inactive = the rest, 99 in 100 with CPE inhibition below about 2.2%; note: strong numbers were not always called active
WT yeast gro inh: growth inhibition of WT yeast, mitochondrial fusion screen; mitochondrial fusion phenotypic screen, WT strain; inhibition, % at 10 µM; 190,000 tested, 2.1% active; AID 1362; in the data active = inhibition above about 58%; tested in S. cerevisiae
Salmonella PhoP GFP: inhibitors of PhoP regulon expression, primary screen, Salmonella Typhimurium, GFP reporter (AID 1863). S. Typhimurium PhoP-regulated promoter GFP reporter, 4 h; higher % means a stronger effect. inhibition, % at 50 µM; hits with a dose series show IC50 in µM. 300,000 tested, 0.16% active;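 active = inhibition over 29.93%, a cutoff 3 SD above the screen mean, later confirmed by dose response; inconclusive = inhibition over 29.93% but no dose response follow-up; inactive = inhibition at most 29.93% or unconfirmed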;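 note: 0% = low Mg2+ inducing control and 100% = high Mg2+ repressing control; strong numbers were not always called active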
Myeloid diff 2: promotes myeloid progenitor differentiation | ER-HoxA9 myeloid progenitors, lysozyme-GFP differentiation, flow cytometry | calls only at 10 µM | 360,000 tested, 1% active | AID 624256;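 active = normalized GFP-positive differentiation at or above the plate's own cutoff, the solvent-only control mean plus 3 SD; inconclusive = no clear call, values can overlap the other calls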;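 note: cells exposed to compound for four days before flow analysis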
WT yeast gro inh mutant strain: also measured in WT yeast gro inh; calls as there; inhibition, %; mitochondrial fusion phenotypic screen, mutant strain inhibition
b-catenin transl cell count 5 µM: second read-out of b-catenin transl, no call of its own (marks repeat the call); cell count; measured here: cell count, cytotoxicity flag
T cell HTS vesicle-bound %: further read-out of T cell HTS, marked with its call; double positive events, %; measured here: CD8+ vesicle-bound cell fraction;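 binding gate set so that unloaded-vesicle control wells show 10% double positive cells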
Myeloid diff 2 GFP+ MAC1+ %: recorded beside Myeloid diff 2, whose call it bears; GFP+ MAC1+ double positive, %; measured here: differentiation confirmed by MAC1 staining
Starred values were filed as active, the others as inactive; i = inactive; ? = inconclusive; nt = not tested or not shown; + = active, no number.

mol	RSV antiviral HEp-2	Rac1 GTP hydrolysis	T cell HTS	T cell HTS vesicle-bound %	b-catenin transl	b-catenin transl cell count 5 µM	Large T inhibition	West Nile antiviral	WT yeast gro inh	WT yeast gro inh mutant strain	Salmonella PhoP GFP	Myeloid diff 2	Myeloid diff 2 GFP+ MAC1+ %
Clc1ccc(OCCCCSc2ncccn2)cc1	12%	9%	i	19	0.0	1187	7%	?	21	2	1%	i	0.2
COc1ccc(CN2CC(=O)N(c3ccccc3OC)C2=S)cc1OC	2.8%	-11%	i	34	nt	nt	1%	-0.6%	nt	nt	6%	i	0.2
CC(C)n1nnc2ccccc2c1=O	1.0%	8%	i	52	-1.1	1264	3%	-0.2%	7	42	7%	i	1.8
Cc1cc(NC(=O)c2ccc(NC(=O)C(C)C)cc2)no1	0.7%	9%	i	49	-9.3	1254	9%	-0.1%	16	16	12%	i	1.4
COc1ccccc1NC(=O)c1ccc(C)c(S(=O)(=O)N2CCCCC2)c1	2.5%	2%	i	0	nt	nt	1%	0.3%	nt	nt	5%	i	0.2
Cc1cc(NC(=O)CSCC(=O)N(C)Cc2cccc(Cl)c2)no1	-1.5%	10%	i	19	nt	nt	-5%	nt	nt	nt	-10%	i	1.5
COc1cc(/C=N/NC(=O)C(=O)NCc2ccco2)ccc1O	-0.2%	18%	i	13	-2.3	1079	13µM*	1.2%	18	25	11%	i	2.8
CC1(C)CC(=O)c2sc(NC(=O)c3ccccc3)nc2C1	8.5%	nt	i	28	-0.3	1517	1%	0.1%	9	3	-7%	nt	nt
CCOc1ccc2nc(SCC(=O)N3c4ccccc4Sc4ccccc43)sc2c1	3.4%	7%	i	5	2.2	528	8%	-0.8%	13	13	-8%	i	0.6
CC1=Nc2ccccc2N=C(NC(=O)CN2CCN(c3ccccc3)CC2)C1c1ccccc1 (stereo unspecified)	0.1%	11%	i	56	-0.2	1219	-6%	-0.8%	-2	-2	9%	i	0.3
COc1ccccc1NC(=O)Cn1c([N+](=O)[O-])cnc1C	0.6%	14%	i	68	nt	nt	8%	0.0%	nt	nt	8%	i	0.4
COc1cc(C)ccc1OCCOCCOc1cc(C)c(C)cc1Br	2.6%	-1%	i	49	0.3	834	5%	-0.7%	20	-15	4%	i	0.5
CCN(CC)c1nc(N2CCN(C)CC2)nc2ccccc12	0.0%	20%	i	18	nt	nt	9%	-1.0%	nt	nt	-2%	i	0.1
COc1ccccc1C1C2=C(CC(C)(C)CC2=O)N(CC(=O)O)C2=C1C(=O)CC(C)(C)C2	2.1%	13%	i	24	nt	nt	4%	-0.6%	nt	nt	-1%	i	0.9
O=c1[nH]c(CN2CCOCC2)nc2scc(-c3ccccc3)c12	0.3%	-4%	i	19	-1.0	1077	12%	-0.4%	6	-7	1%	i	0.5
N#CC1=C(N)OC2=C(C(=O)CCC2)C1c1ccsc1 (stereo unspecified)	0.7%	5%	i	37	-5.4	915	14%	0.1%	6	-6	14%	i	1.9
CCCCOc1ccc(-c2nnn(CC(=O)NCCc3c[nH]c4ccccc34)n2)cc1	1.6%	4%	i	44	0.8	1049	2%	-1.2%	10	16	-12%	i	0.7
O=C(NC1CCS(=O)(=O)C1)C1C2CC3CC(C2)CC1C3 (stereo unspecified)	-0.2%	13%	i	41	-3.4	1113	-3%	0.2%	-3	-20	0%	i	0.6
COC(=O)c1cccc(N(C(=O)c2ccco2)C(C(=O)NC2CCCC2)c2ccc(N3CCOCC3)cc2)c1 (stereo unspecified)	0.5%	-3%	i	30	nt	nt	5%	-1.6%	nt	nt	-5%	i	0.6
NC(=O)c1ccc(C2SCC(=O)N2Cc2ccccc2)cc1 (stereo unspecified)	2.7%	4%	i	42	-1.2	1348	19%	0.5%	16	-3	-2%	i	0.7
Cc1csc(OCC(=O)Nc2ccc(C)c(C)c2)n1	1.0%	13%	i	55	-1.8	823	-1%	-0.1%	2	6	11%	i	1.4
CC(CCc1ccccc1)NC(=O)CCN1N=C(c2ccccc2)CCC1=O (stereo unspecified)	0.6%	11%	i	24	-1.2	1102	9%	-0.2%	13	-2	2%	i	0.4
COc1ccc(N2C(=O)C(Cl)=C(Nc3ccccc3O)C2=O)cc1	9.5%	13%	i	35	-2.0	1283	22%	0.2%	-12	2	11%	i	1.0
COC(=O)c1ccccc1N(Cc1ccccc1)S(C)(=O)=O	-0.4%	11%	i	42	0.2	1110	-2%	-0.1%	-2	0	5%	i	0.7
CC(C)Oc1ccc(C(=O)O)c(C(=O)O)c1	1.6%	-5%	i	17	nt	nt	-4%	1.8%	nt	nt	10%	i	2.4
COc1cccc(OCc2cc(C(=O)NCCc3cccc(C)n3)no2)c1	0.7%	5%	i	71	nt	nt	3%	-0.5%	nt	nt	8%	i	1.1
c1ccc(-c2ccnc3ncnn23)nc1	2.9%	11%	i	61	0.2	1321	-2%	1.2%	4	9	-11%	i	0.3
CC1CCN(C(=O)c2[nH]cnc2C(=O)Nc2ccon2)CC1	0.3%	10%	i	40	nt	nt	nt	nt	nt	nt	nt	i	4.0
COc1ccc(C(=O)NCCNC(=O)c2ccc(C)nc2)cc1	0.6%	6%	i	16	nt	nt	3%	-0.1%	nt	nt	4%	i	0.2
O=C1N=C(N2CCCC2)S/C1=C\c1ccccc1	1.8%	0%	i	9	-2.8	1082	17%	-0.5%	-5	-3	6%	+	1.2*
Cn1c(Cn2c(=O)sc3ccccc32)nnc1SCC(=O)NCc1ccc2c(c1)OCO2	-0.3%	2%	i	50	2.0	992	0%	nt	-2	5	2%	i	0.7
CC(C)C(=O)N1CCC(CN=Cc2c(O)n(C3CCCCC3)c(=O)n(C3CCCCC3)c2=O)CC1	nt	6%	nt	nt	-1.4	1169	15%	0.6%	77*	17*	-1%	i	1.2
CC(C(=O)OCC(=O)Nc1ccc(S(=O)(=O)N2CCCCC2)cc1)N1C(=O)c2ccccc2C1=O (stereo unspecified)	1.9%	5%	i	46	-3.5	1137	15%	-0.2%	6	10	29%	i	0.6
COc1ccc2c(c1)c1nc3ccccc3nc1n2Cc1ccc(OC(C)C)c(OC)c1	2.0%	7%	i	14	1.3	1054	14%	-1.2%	8	-7	-45%	i	1.0
COc1ccc(NS(=O)(=O)c2cccc(NC(=O)C3=NN(c4ccccc4)C(=O)CC3)c2)cc1	3.5%	11%	i	46	nt	nt	-3%	0.2%	nt	nt	-6%	i	1.3
CCc1ccccc1N(CC(=O)Nc1cccnc1)S(=O)(=O)c1ccccc1	2.0%	2%	i	5	nt	nt	1%	-0.2%	nt	nt	-3%	i	0.0
CCOc1ccc(NC(=O)/C(C#N)=C/c2ccc(N3CCCC3)c(C)c2)cc1	2.7%	6%	i	48	5.1	555	4%	-1.5%	-8	25	-6%	+	3.2*
CCCN1CCN(CCCNC(=O)c2ccc(CS(=O)c3ccc(OC)cc3)o2)CC1 (stereo unspecified)	1.7%	12%	i	28	nt	nt	8%	-0.6%	nt	nt	0%	i	2.3
CN(C)S(=O)(=O)c1cccc(C(=O)OCC(=O)Nc2sccc2C(N)=O)c1	6.7%	8%	i	23	nt	nt	4%	0.7%	-8	-9	5%	i	0.5
COc1ccc(N2CCN(Cc3nc4c(c(=O)[nH]c(=O)n4C)n3CCCc3ccccc3)CC2)cc1	0.8%	7%	i	11	nt	nt	16%	-0.6%	8	-2	-3%	i	8.9
O=C(CCn1c(=O)oc2ccccc21)Nc1ccc(C(=O)O)cc1	0.4%	4%	i	47	nt	nt	5%	-0.5%	nt	nt	-3%	i	0.5
CCOC(=O)C1=CC[C@@H](c2cccc(C)c2)N(S(=O)(=O)c2ccc(C)cc2)[C@H]1C(=O)OCC	3.3%	2%	i	36	nt	nt	nt	nt	nt	nt	nt	i	1.1
Cc1cc(C)c(OCC(=O)N(Cc2ccc(N(C)C)cc2)C2CCS(=O)(=O)C2)c(C)c1 (stereo unspecified)	nt	7%	i	34	-0.4	1317	10%	-0.6%	nt	nt	-8%	nt	nt
COc1ccc(CNC(=O)CSc2n[nH]c(C)c2[N+](=O)[O-])cc1	3.2%	-3%	i	38	0.2	1148	5%	-0.4%	-3	9	-14%	i	0.7
O=C(Oc1ccc2c(=O)c(Cl)coc2c1)c1cccnc1	1.9%	4%	i	42	-0.8	1304	7%	0.4%	-5	-2	1%	i	1.4
CN(C)CCc1cc2c(c3c1ccc1ccccc13)OCO2	-1.4%	20%	i	46	nt	nt	20%	0.4%	nt	nt	1%	nt	nt
O=C1C=C(c2ccc(Cl)cc2)OC2(CCCC2)O1	2.9%	9%	i	28	-0.3	1366	-1%	0.0%	1	3	-6%	i	0.7
